High-throughput results as filed in PubChem.
ATXN viability: reduces viability in counter-screen for ATXN expression inhibitors. S2 cells (HEK-293 line with an ATXN2-luciferase reporter) viability, CellTiter-Fluor protease fluorescence, 24 h. Potency, µM (highest dose often 56.7 µM), actives largely listed as cytotoxic. actives 0.49% (n = 400,000). AID 651635; note: potency is the fitted concentration of half-maximal effect; nearly all actives have a fitted effect of over 40% in size
HepG2 tox: kills HepG2 cells in TGF-b inhibitor counter-screen; HepG2 CAGA-GFP viability, ATP luminescence, 18 h; Potency, µM (titrated, usually from 46.1 µM), without a hit: top-dose activity change, negative = cytotoxicity, hits mostly cytotoxic; actives 0.76% (n = 410,000); AID 588856; note: potency is the fitted concentration of half-maximal effect; some results filed as inactive show a strong effect at the top dose
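HepG2 CAGA-GFP cells (1000/well, DMEM with 1% FBS) received compound, then TGF-beta at 500 pg/mL final, and were incubated 18 hours at 37 degrees C. Viability was read by CellTiter-Glo luminescence. Media-only wells were set as complete cell-killing and DMSO as no toxicity.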
TGFb inhibitor: TGF-b pathway inhibition; HepG2 CAGA-GFP TGF-b/SMAD3 reporter, GFP fluorescence, 18 h; TGF-beta stimulated, 500 pg/mL final; Potency, µM (titrated, usually from 46.1 µM), inactives show at the top dose activity, negative = inhibition, usual class: inhibitors; actives 1.2% (n = 410,000); note: potency is the fitted concentration of half-maximal effect; % is set by controls: 0 for no effect and ±100 for the full control effect; nearly all actives have a fitted effect of over 65% in size
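Read-out: total well GFP (ex488/em500-530) summed from mean per-cell fluorescence. Cells: HEPG2 CAGA-GFP, 1% FBS DMEM, 18 h at 37 degrees C with 500 pg/mL final TGF-beta. Unstimulated wells served as the full-inhibition control; stimulated DMSO wells = 0%.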
CCT chaperon mod: cytosolic chaperonin activity modulation; purified chaperonin ATPase assay, HTRF ADP detection, 30 min; activity change, % (no concentration beside the values), hits read low; actives 0.3% (n = 360,000); in the data active = activity change below about -30%; note: % is set by controls: 0 for no effect and ±100 for the full control effect
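First, chaperonin was dispensed at 40 nM or 20 nM final depending on batch activity. Next, compounds were pinned at 76 uM and ATP added at 10 uM. After 30 min at 37 °C, ADP detection reagents ran 30 min at ambient temperature.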
pAkt inh: Akt phosphorylation inhibition | Neuro2A IGF-stimulated pAkt S473 HTRF, 20 min; hits give low values | activity change, % for hits at 50 µM | actives 0.32% (n = 360,000) | AID 651550; in the data active = activity change below about -80%; inconclusive = mostly about -51% to -80%; note: % is set by controls: 0 for no effect and ±100 for the full control effect
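Neuro2A cells (4,500/well, DMEM with 0.5% FBS) were treated with compound at a single 50 µM final concentration, stimulated with 6 nM IGF for 20 min at 37 °C, and lysed. Phospho-Akt Ser473 was read by HTRF as 665/615 ratio ×10^4.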
Nrf2 block: inhibitors of Nrf2 signaling. actives 2.1% (n = 360,000). Potency, µM (doses to about 46 µM), inactives show at the top dose activity change, negative = inhibition, most hits filed as inhibitors. A549 ARE-Fluc reporter, luciferase luminescence, 18-24 h. AID 504444; note: potency is the fitted concentration of half-maximal effect; % is set by controls: 0 for no effect and ±100 for the full control effect; nearly all actives have a fitted effect of over 60% in size
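Quantitative HTS in A549 cells stably bearing an antioxidant response element-firefly luciferase construct. Inhibition of Nrf2-driven transcription was scored by luminescence after 18-24 h of compound exposure at 37 °C.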
Nrf2 ARE act: activates Nrf2 signaling | Potency, µM (highest dose often 46.1 µM), for the others: at the highest dose activation, most hits filed as activators | AREc32 ARE-luciferase reporter (MCF7-derived line), luminescence, 24 h | AID 624171 | actives 0.31% (n = 410,000); note: potency is the fitted concentration of half-maximal effect; % of control where 0% means no effect; nearly all actives have a fitted effect of over 65% in size
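Luciferase luminescence (Steady-Glo, 30 min at room temperature) served as the read-out of ARE activation in AREc32 cells treated with compounds for 24 hr at 37 deg C.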
A549 viability: counter-screen for Nrf2 inhibitors: cytotoxicity in A549 cells. A549 ARE-Fluc cells, CellTiter-Fluor viability, 18-24 h. actives 0.16% (n = 390,000). AID 504648. Potency, µM (top dose mostly 46 µM), for the others: top-dose activity change, negative = cytotoxicity, usual class: inhibitors; note: potency is the fitted concentration of half-maximal effect; % is set by controls: 0 for no effect and ±100 for the full control effect
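A549 ARE-Fluc cells in 5% FBS OPTI-MEM, 5000 cells/well, rested 2 h then exposed to compounds in concentration-response for 18-24 h at 37 °C. Viability by CellTiter-Fluor fluorescence (Ex 405/Em 525) after 30 min; luciferase luminescence (BugLite, 15 min, RT) read afterwards.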
MmCpn inh: inhibitors of Methanococcus maripaludis chaperonin (MmCpn); purified Mm-Cpn ATPase, ADP Transcreener TR-FRET; Potency, µM (doses to about 76.9 µM), without a hit: at the top dose activity, negative = inhibition, actives largely listed as inhibitors; actives 0.031% (n = 330,000); AID 504842; note: potency is the fitted concentration of half-maximal effect; % is set by controls: 0 for no effect and ±100 for the full control effect; nearly all actives have a fitted effect of over 80% in size
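ATP (10 uM final) was added to archaeal chaperonin (25 nM final) after 10 min exposure to test compound at 37°C; after 30 min further incubation, ADP was detected by competitive TR-FRET.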
* hit, by the source's call; i = inactive; ? = inconclusive; . = no result given; [ ] = dose if it differs, or a comment. Unless noted, calls come from the whole dose curve; as a rule, active = well fitted curve in the direction sought with a large enough effect; inconclusive = small, poorly fitted or top-dose-only effect, or another doubt; inactive = no such curve, though single readings can be large; an effect the other way counts as inactive or inconclusive. Compounds were not picked by outcome (roughly 4.4% active in at least one column).

SMILES | ATXN viability | HepG2 tox | TGFb inhibitor | CCT chaperon mod | pAkt inh | Nrf2 block | Nrf2 ARE act | A549 viability | MmCpn inh
Cc1ccc(N(CC(=O)NCC2CCCO2)S(C)(=O)=O)cc1Cl (stereo unspecified) | i | -10% | 9% | -1.9 | i | -12% | 0.2% | 14% | 0%
CC(=O)N1CCCC(c2cc(C(=O)Nc3ccccc3)no2)C1 (stereo unspecified) | i | -27% | 4% | -0.6 | i | . | -2.8% | . | .
Cc1nn(Cc2ccccc2)c(C)c1C(=O)N1CCN(CC(=O)Nc2ccc(F)cc2)CC1 | i | -7% | 1% | -0.6 | i | -8% | -0.1% | -1% | 2%
CCCCn1c(NC(=S)Nc2ccccc2)nc2ccccc21 | i | -19% | 13µM* | 1.8 | i | ? | 14% | ? | -1%
C[C@@H](CN1CCC(Cc2ccccc2)CC1)[C@@H](O)c1ccc(O)cc1 | i | -1% | 3% | -1.6 | i | -6% | 0.1% | 4% | -1%
O=C(NC(=S)Nc1ccc(Cc2ccncc2)cc1)c1ccccc1Cl | i | 6% | -22% | 0.9 | i | 2% | 0.2% | -2% | 1%
O=C(N/N=C/c1cccc([N+](=O)[O-])c1)c1cccc2cc[nH]c12 | i | -30% | 9% | -2.9 | i | -5% | ? | 8% | -1%
COc1ccc(-c2cc(C(=O)NCc3ccc(C(F)(F)F)cc3)[nH]n2)c(C)c1 | ? | -27% | ? | 0.3 | i | . | -0.2% | . | .
COC(=O)C1=C(N)Oc2cc(C)n(CC3CCCO3)c(=O)c2C1c1ccccc1 (stereo unspecified) | i | -12% | -3% | -0.9 | i | -9% | -1.1% | -2% | 1%
CS(=O)(=O)c1ccc(C(=O)N2CCN(Cc3ccccc3)CC2)cc1 | i | -8% | 10% | 0.0 | i | -19% | -0.5% | -10% | 1%
Cc1cc2nc(-c3ccccc3)c(Cc3cccc(F)c3)n2c(C)c1Br | ? | -10% | ? | -0.5 | i | . | 15% | . | .
Cc1nc2ccccc2n1C(=O)c1ccccc1[N+](=O)[O-] | i | -16% | ? | -2.3 | i | 12% | 2.0% | 2% | 0%
O=C(Nc1nccs1)c1cn2ccccc2n1 | i | -41% | -9% | 1.4 | i | -2% | 3.6% | -1% | 2%
CCCCn1nnnc1C(c1cc2ccccc2o1)N1CCN(C(=O)OC(C)(C)C)CC1 (stereo unspecified) | i | . | . | 0.6 | i | . | 6.1% | . | .
Cc1cc(OCc2cccc(S(=O)(=O)N3CCOCC3)c2)ccc1Cl | i | -15% | ? | 1.4 | i | -25% | 3.3% | 15% | -1%
Cc1ccc(S(=O)(=O)N2CCCCC2)cc1NC(=O)CSc1ncn[nH]1 | i | -7% | -11% | 0.7 | i | -20% | 0.4% | 0% | 0%
CCCN1C2CCCC1CC(NC(=O)c1ccccc1Br)C2 (stereo unspecified) | i | 1% | ? | -0.8 | i | -3% | 0.2% | -4% | 1%
Cc1cc(C)c(S(=O)(=O)NCC(c2ccc3c(c2)OCO3)N2CCOCC2)c(C)c1 (stereo unspecified) | i | 7% | 1% | 0.0 | i | -2% | -0.5% | 2% | -2%
Cc1nc(C)c(C(=O)N2CCCC(C(=O)c3ccc(Cl)cc3C)C2)s1 (stereo unspecified) | i | 9% | 0% | 0.0 | i | 3% | 0.4% | -1% | -2%
CCC1CCc2c(sc(NC(=O)C3c4ccccc4Oc4ccccc43)c2C(=O)OC)C1 (stereo unspecified) | i | -22% | -25% | . | . | 9% | 5.4% | -3% | .
C/C(=N\N=C1\NC(=O)CS1)c1cccs1 | i | -24% | -25% | -1.4 | i | 22% | 3.8% | 17% | 0%
O=C(COC(=O)CCC1CCCC1)Nc1cccc(S(=O)(=O)N2CCOCC2)c1 | i | -22% | 18% | -0.1 | i | 13% | 12% | 7% | -1%
COc1ccc([C@H]2CC(=O)C=C(c3cc(C=O)ccc3OC)C2)cc1OC | i | -6% | -6% | -1.8 | i | 4% | 3.4% | -2% | ?
FC(F)Oc1ccc(-c2csc(=Nc3cccnc3)n2CC2CCCO2)cc1 (stereo unspecified) | i | -54% | ? | -0.8 | i | 15µM* | 0.6% | 0% | ?
CCc1cc(=O)oc2c3c(c(Cl)cc12)OCN(Cc1cccc(OC)c1)C3 | . | 1% | 15% | . | . | 16% | 0.4% | 9% | .
CCOCC(=O)Nc1ccc(S(=O)(=O)N2CCC(c3nc4ccccc4[nH]3)CC2)cc1 | i | -1% | -7% | -1.6 | i | ? | 0.4% | 0% | -1%
Oc1ccc(Cl)cc1CNc1cccc2cccnc12 | ? | -65% | ? | -4.0 | i | 0% | ? | -2% | -1%
CCOC(=O)N/N=C/C(Cl)=C/c1ccccc1 | i | -9% | 5% | 0.0 | i | ? | 3.1% | -5% | 1%
COc1ccc(/C=C\C(=O)NC2CC(=O)N(c3ccccc3)C2)cc1OC (stereo unspecified) | . | 4% | 11% | . | . | . | 3.9% | -1% | .
COc1cccc(Nc2ncccc2C(=O)O)c1 | i | -1% | 7% | -2.5 | i | 8% | 3.0% | 5% | 1%

Profiles, looked up by structure.
CCOCC(=O)Nc1ccc(S(=O)(=O)N2CCC(c3nc4ccccc4[nH]3)CC2)cc1 in the list: ATXN viability = i; HepG2 tox = -1%; TGFb inhibitor = -7%; CCT chaperon mod = -1.6; pAkt inh = i; Nrf2 block = ?; Nrf2 ARE act = 0.4%; A549 viability = 0%; MmCpn inh = -1%
C/C(=N\N=C1\NC(=O)CS1)c1cccs1 in the list: ATXN viability = i; HepG2 tox = -24%; TGFb inhibitor = -25%; CCT chaperon mod = -1.4; pAkt inh = i; Nrf2 block = 22%; Nrf2 ARE act = 3.8%; A549 viability = 17%; MmCpn inh = 0%

Other compounds
SMILES | ATXN viability | HepG2 tox | TGFb inhibitor | CCT chaperon mod | pAkt inh | Nrf2 block | Nrf2 ARE act | A549 viability | MmCpn inh
CCOC(=O)c1cn(Cc2cccc(Cl)c2)nn1 | i | 3% | -13% | 0.1 | i | -9% | 0.1% | 0% | 1%
CCOc1ccccc1NC(=O)c1cccc(S(=O)(=O)N(Cc2ccccc2)c2ccccc2OC)c1 | i | -12% | -16% | 1.2 | i | 4% | 0.8% | 7% | -2%
COc1ccc(C(=O)OCCOc2cccc(Cl)c2)cc1S(=O)(=O)N1CCOCC1 | i | 0% | 0% | -2.8 | i | -18% | 0.1% | 1% | ?
CCC(C)c1ccc(NC(=O)c2cnn3c(C(F)F)cc(C)nc23)cc1 (stereo unspecified) | i | -7% | -5% | -6.6 | i | -10% | 2.4% | 3% | 0%
CNC(=O)c1sc(-c2cccs2)nc1C | i | 6% | 2% | 1.9 | i | 10% | 2.5% | -2% | -1%
O=C(CCSc1ccccn1)c1ccccc1 | i | -23% | ? | -0.7 | i | -4% | 27% | -4% | -4%
CCCNC(=O)c1ccc(OC)cc1OC | i | -74% | -5% | -2.7 | i | -11% | -0.5% | -3% | -1%
CC(=O)Nc1ccc(NC(=O)c2sc(-c3ccccc3)nc2C)cc1 | ? | -5% | 1% | 0.2 | i | 12% | -0.1% | ? | -1%
Cc1oc(-c2ccccc2Cl)nc1Cn1cccc1C1=NC(c2ccccc2)CO1 (stereo unspecified) | i | -26% | -9% | -1.5 | i | 19% | -0.4% | -2% | -1%
COC(=O)CC(=O)N1CCN(c2ccc(Cl)c(Cl)c2)CC1 | i | -20% | 7% | 2.3 | i | -11% | -0.8%[9.22 µM] | -1% | 3%
O=C(O)CNc1nc(-c2ccccc2)nc2ccccc12 | i | -5% | 3% | -1.0 | i | ? | 12% | 15% | -1%
Cn1cc(C(=O)NCN2CCCCC2)c2ccccc21 | i | 0% | 8% | -3.1 | i | 2% | -0.4% | -14% | -2%
CS(=O)(=O)c1ccc(Cl)c(NC(=O)COC(=O)CNC(=O)c2sc3ccccc3c2Cl)c1 | i | -4% | -3% | 2.2 | i | -3% | 0.3% | 4% | -2%
O=C(NCc1cccc(F)c1)c1ccc(-n2cnc3cccnc32)cc1 | . | -12% | 0% | . | . | -12% | 0.2% | 0% | .
NC(=O)NC(=O)CC1S/C(=N/N=C/c2ccccc2)NC1=O (stereo unspecified) | i | -17% | -2% | 0.6 | i | -1% | 0.1% | -1% | 0%
COc1ccc(OC)c(NC(=O)CSc2ncccn2)c1 | . | -1% | 0% | -1.5 | i | -7% | 0.2% | -11% | 1%
Oc1cccc(-c2sc3ccccc3c2-c2ccc(OCCN3CCCCC3)cc2)c1 | ? | . | . | -1.5 | i | . | -0.6% | . | .
Cc1ccc(-n2ncc(C(=O)NCCCN3CCc4ccccc4C3)c2C2CCN(C(=O)OC(C)(C)C)CC2)cc1C | . | 16µM* | ? | . | . | -25% | 12% | -14% | .
O=C(Nc1sc2c(c1C(=O)NCC1CCCO1)CCCC2)c1cccs1 (stereo unspecified) | i | 9% | -15% | -0.8 | i | 21µM* | 4.5% | -14% | 0%
Cc1ccc2oc3c(c(=O)c2c1)C(c1cccs1)N(CCCN(C)C)C3=O (stereo unspecified) | i | -9% | -15% | -0.8 | i | 0% | 9.4% | -6% | 0%
CCN(CC)CCN1C(=O)C(=O)/C(=C(/O)c2ccncc2)C1c1ccccc1 (stereo unspecified) | i | -9% | 0% | 0.0 | i | . | 0.0% | 1% | 1%
CN(Cc1ccccc1)C(=O)c1ccc(NC(=O)Cc2cccc(NC(=O)C3CCN(C(=O)C4CCCC4)CC3)c2)cc1 | i | 11% | ? | -3.8 | i | -23% | 0.0% | -3% | -3%
O=C(Nc1ccccc1Cl)N(Cc1nc2ccccc2c(=O)[nH]1)Cc1cccs1 | i | -21% | -2% | -0.1 | i | -20% | 3.1% | 1% | 0%
